MOR-DOR inv ag = inverse agonist of human OPRM1-OPRD1 heterodimerization. cell-based MOR-DOR heterodimer luminescence, inverse agonism. AID 504357. inhibition, % at 9.3 µM. 0.21% of 340,000 active. P35372+P41143; in the data active = inhibition above about 22%, passing the limit was not always enough;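 note: 0% = cells with DMSO and 100% = wells without cells with DMSO; values of inactives mirror those of a sister screen read the other way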
PKA-R1A activ = activators of PKA-R1A complex; 0.083% of 340,000 active; AID 504707; activation, % at 11.4 µM; P00514+P68181; PKA-R1A dissociation, Cy5-IP20 fluorescence polarization; scaled: DMSO 0%, 113 µM cGMP 100%;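 active = percent activation above the mean of all tested compounds plus 3 SD, cut at about 19% in these data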;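 note: higher means more PKAc released from R1A so a rise in polarization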
DSG3 Ab inh = blocks pemphigus antibody binding to human desmoglein-3. P32926. DSG3-coupled beads, scFv-anti-DSG3-GFP binding, flow cytometry; stronger effect = lower value. binding (percent of control), % at 10 µM. 0.48% of 310,000 active;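 active = binding more than 3 SD below its plate's average and above zero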;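 note: hits lower antibody fragment binding to DSG3; some compounds called inactive have numbers as strong as hits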
PKA-R2B activ = activators of human PKA-R2B complex; AID 504700; 0.079% of 340,000 active; PKA-R2B holoenzyme dissociation, Cy5-IP20 fluorescence polarization; R2B truncated from residue 108, S112A mutant; 0% DMSO only, 100% 113 µM cGMP; activation, % at 11.4 µM;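 active = activation above a cutoff set at the mean over all compounds plus 3 SD, cut at about 18% in these data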;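 note: higher means more holoenzyme dissociation and a rise in polarization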
Arr AP2 block = inhibitors of human beta-arrestin and AP2 interaction; FITC-arrestin peptide / GST-AP2 beads, flow cytometry; AP2 beta2 appendage carries R879A mutation; inhibition, % at 10 µM; 0.31% of 340,000 active; AID 504490;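 active = inhibition above a set limit, near 3 SD of compounds lacking own fluorescence, cut at about 54% in these data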;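 note: plate controls were DMSO wells for no effect and 5 µM unlabelled arrestin peptide for full effect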
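System: GST-AP2 R879A glutathione beads | Also added: FITC-arrestin peptide, 50 nM | Times: 12 min plus 1 h, RT | Signal: Bead flow cytometry, FITC channel | Buffer or medium: PBS with 0.05% Tween 20 and 0.1% BSA | Read-out basis: Percent drop in bead-associated FITC signal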
HTR5A inv ag = inverse agonist of human HTR5A in OPRM1-OPRD1 counter-screen | P47898 | HTR5A cell line, luminescence, inverse agonism | inhibition, % at 9.3 µM | 0.083% of 340,000 active | AID 504634; in the data active = inhibition mostly above about 23%, no sharp cut-off; inactive = mostly below about 18%;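 note: 0% = cells with DMSO and 100% = no-cell wells with DMSO; some compounds called inactive have numbers as strong as hits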
Target sequence (P47898 whole entry, looked up): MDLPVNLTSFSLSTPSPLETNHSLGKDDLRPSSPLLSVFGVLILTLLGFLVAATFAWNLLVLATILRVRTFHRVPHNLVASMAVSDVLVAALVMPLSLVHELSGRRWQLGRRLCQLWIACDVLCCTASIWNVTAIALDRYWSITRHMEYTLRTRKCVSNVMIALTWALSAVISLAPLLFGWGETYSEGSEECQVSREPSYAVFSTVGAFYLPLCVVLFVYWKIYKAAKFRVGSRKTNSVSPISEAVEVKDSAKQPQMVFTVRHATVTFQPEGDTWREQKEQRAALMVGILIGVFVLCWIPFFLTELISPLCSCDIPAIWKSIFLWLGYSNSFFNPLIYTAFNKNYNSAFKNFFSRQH
DAGLB inhibitor = diacylglycerol lipase beta (human) inhibition | Q8NCG7 | HEK293T DAGLB membrane lysate, EnzChek fluorogenic substrate | inhibition, % at 5.17 µM | 0.059% of 340,000 active; in the data active = inhibition above about 34%;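 note: 0% = enzyme with vehicle and 100% = wells lacking enzyme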
Target sequence (Q8NCG7 whole entry, looked up): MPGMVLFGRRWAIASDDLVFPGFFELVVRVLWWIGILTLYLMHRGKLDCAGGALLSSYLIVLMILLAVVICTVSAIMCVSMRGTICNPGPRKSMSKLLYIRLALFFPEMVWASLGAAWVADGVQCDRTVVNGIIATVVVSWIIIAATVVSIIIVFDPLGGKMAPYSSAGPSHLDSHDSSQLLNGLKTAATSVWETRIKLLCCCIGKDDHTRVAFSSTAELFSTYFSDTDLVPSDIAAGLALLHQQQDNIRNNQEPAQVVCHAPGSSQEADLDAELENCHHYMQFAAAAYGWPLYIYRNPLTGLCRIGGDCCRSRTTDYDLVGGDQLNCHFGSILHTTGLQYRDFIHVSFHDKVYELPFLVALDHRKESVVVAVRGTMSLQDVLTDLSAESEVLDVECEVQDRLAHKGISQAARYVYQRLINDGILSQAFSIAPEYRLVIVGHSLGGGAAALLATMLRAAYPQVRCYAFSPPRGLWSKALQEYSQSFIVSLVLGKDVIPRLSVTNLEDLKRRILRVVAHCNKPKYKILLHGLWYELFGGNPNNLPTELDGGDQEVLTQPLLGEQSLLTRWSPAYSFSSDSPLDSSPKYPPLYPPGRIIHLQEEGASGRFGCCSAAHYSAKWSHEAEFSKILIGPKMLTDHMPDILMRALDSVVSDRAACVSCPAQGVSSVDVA
V-ATPase pH = alters yeast V-ATPase proton transport; S. cerevisiae, pHLuorin cytosolic pH fluorescence; response, % at 10 µM; 0.37% of 350,000 active; in the data active = response mostly above about 7.3%, no sharp cut-off; inactive = mostly below about 5.4%; note: actives read high; inactives centre near 0; some compounds called inactive have numbers as strong as hits; reference of the scale not given here
OPRM1-OPRD1 ag = agonists of human mu-delta opioid receptor heterodimerization. cells, OPRM1-OPRD1 heterodimerization, luminescence. activation, % at 9.3 µM. 0.3% of 340,000 active. AID 504326; in the data active = activation above about 18%;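 note: 0% = vehicle-treated cells and 100% = reference agonist; values of inactives mirror those of a sister screen read the other way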
HTR5A ag ctr = counter-screen for OPRM1-OPRD1 agonists: human HTR5A agonism; P47898; HTR5A agonist assay, luminescence, cell-based; activation, % at 9.3 µM; 0.61% of 340,000 active; in the data active = activation mostly above about 9.5%, no sharp cut-off; inactive = mostly below about 7.6%;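 note: 0% = cells with vehicle only and 100% = reference agonist; strong numbers were not always called active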
An asterisk follows results filed as active; · = not tested or not shown.

Second line of a record: MOR-DOR inv ag, PKA-R1A activ, DSG3 Ab inh, PKA-R2B activ, Arr AP2 block, HTR5A inv ag, DAGLB inhibitor, V-ATPase pH, OPRM1-OPRD1 ag, HTR5A ag ctr
COc1ccc(OCC(=O)NCCNC(=O)c2cccnc2)cc1
    -4, -5, 100, -2, 42, 11, 1, -1, 0.6, -2
CC(C)(C)c1ccc(OCC(=O)NC2CCS(=O)(=O)C2)cc1 (configuration not stated)
    4, -5, 101, 16, 3, 10, -1, -1, -0.7, 3
COC(=O)[C@]1(C)N[C@H](CN(C)S(=O)(=O)c2ccccc2)[C@@H]2C(=O)N(Cc3ccccc3)C(=O)[C@@H]21
    8, -3, 106, 0, 16, 2, -2, -1, -1.8, 0
CCOC(=O)C(=O)N=Nc1c(O)n(C)c2ccccc12
    12, -7, 92, -9, -14, 0, -1, -2, -2.6, 0
COCCCN1C(=O)CS/C1=N\S(=O)(=O)c1ccccc1
    10, -2, 90, 5, -14, 14, -1, 0, -1.9, 1
NC(N)=N/N=C/c1cccc([N+](=O)[O-])c1O
    13, 11, 106, 6, 1, 21, 2, ·, -1.8, -4
COc1ccc(C(=O)CSc2nc(C)cc(C)n2)cc1C
    1, 6, 115, 1, 15, 16, -6, -5, -0.2, -3
CCc1ccc2c(CN3CCN(S(=O)(=O)c4ccccc4F)CC3)cc(=O)oc2c1
    -3, 1, 118, -3, 13, 6, -4, -1, 0.7, -1
CC(C)C(c1nnnn1Cc1ccco1)N1CCC(C(N)=O)CC1 (configuration not stated)
    9, -8, ·, 6, -3, 12, 2, 5, -2.1, 0
CCNS(=O)(=O)c1ccc(NC(=O)CC(C)c2ccccc2)cc1 (configuration not stated)
    8, -6, 109, -3, 15, -17, -6, 1, -1.4, 6
Brc1[nH]nc2ccccc12
    -6, -12, 101, 1, -1, -1, 1, 1, 1.0, 0
CN(C)S(=O)(=O)N1CCN(S(=O)(=O)N2CCOCC2)CC1
    3, 0, 95, 1, 1, 6, 0, 0, -0.6, -2
COc1ccc(CNC(=O)C/C(C)=N/NC(=O)c2ccccc2OC)cc1
    8, 3, 111, 12, -13, 13, -1, 4, -1.5, 3
O=C(c1ccc(Br)s1)N1CCN(Cc2ccc3c(c2)OCO3)CC1
    -3, 8, 97, -5, 3, 29, -8, 5, 0.5, 7
c1cncc(-c2ccc3[nH]ccc3c2)c1
    11, -2, 93, 1, 14, -13, -1, 8, -2.0, 6
Cc1onc(-c2ccccc2Cl)c1C(=O)NCc1ccco1
    7, -4, 112, 6, 6, 4, -1, -2, -1.3, 4
COc1ccc(NC(=O)N(C)C[C@H]2Oc3c(NC(=O)c4nc5ccccc5s4)cccc3C(=O)N([C@@H](C)CO)C[C@H]2C)cc1
    16, 3, 103, -8, -3, -6, -1, -1, -3.0, 3
C[C@H](CO)N1C[C@H](C)[C@@H](CN(C)S(=O)(=O)c2cn(C)cn2)Oc2ccc(NS(=O)(=O)c3ccccc3)cc2C1=O
    10, 1, 103, 1, 1, -4, -3, 1, -1.9, 0
COc1ccc(CCNC(=O)C2CCN(S(=O)(=O)N3CCCCCC3)CC2)cc1OC
    1, 13, 101, 10, -2, 10, 2, 7, -0.2, -1
CC(C)(C)NC(=O)CN(C(=O)c1ccc(CN2CCOCC2)o1)c1ccc2c(c1)OCCO2
    25, -8, 95, -5, -7, -1, -4, 2, -4.5, -1
CCOC(=O)C1=C(N)Oc2cc(O)ccc2C1c1ccc(Br)cc1 (configuration not stated)
    -18, -8, 99, 0, 4, 1, -2, -3, 3.8, 0
O=C(NCc1ccccc1)NC1(C(=O)N2CCN(c3ccccc3)CC2)CCCCC1
    12, -5, 95, -12, 6, 24, 0, 1, -2.1, -1
CCOc1ccc(NC(=O)COC(=O)CCN2C(=O)C3CC=CCC3C2=O)cc1OCC (configuration not stated)
    -1, -1, 95, -4, 16, -21, 5, 2, 0.2, 6
CC(C)c1ccc(NC(=O)COc2nncc3ccccc23)cc1
    3, -3, 93, 5, 0, 2, 0, 2, -0.7, 3
COc1cccc(NC(=O)CN(C)C(=O)[C@@H]2CCCN2C(=O)c2cccs2)c1
    5, -13, 96, -5, -6, 9, 0, 0, -1.0, -2
COc1ccccc1CNc1ccc(N2CCCCC2)cc1
    0, -3, 103, -6, 11, -7, 17, -2, 0.0, 3
O=C(NCCCN1CCC(Cc2ccccc2)CC1)C1CCC(=O)N1C1CCCC1 (configuration not stated)
    6, 8, 126, 1, -3, -3, -1, 2, -1.1, 1
O=C(COc1coc(CN2CCN(c3ccc(F)cc3)CC2)cc1=O)NC1CCCC1
    8, 8, 94, 0, -4, 14, -2, -1, -1.7, 2
CC(=O)Nc1ccc(CN2CCCC(C(=O)c3cccc(C(F)(F)F)c3)C2)cc1 (configuration not stated)
    -366, -1, 90, -6, 8, 14, 1, 3, 58*, 1
CCOC(=O)Cc1cnc(NC(=O)CSc2nc(C)c(CC)c(=O)[nH]2)s1
    6, 11, 101, 11, 12, -4, 0, -2, -1.1, 2
COc1cc(OC)cc(C(=O)NCC(=O)N2CCN(S(=O)(=O)c3ccccc3F)CC2)c1
    18, -10, ·, -12, -11, 5, 0, 0, -4.8, 1
CCOc1ccccc1NC(=O)Nn1cnnc1
    6, -4, 100, -2, 14, 9, -2, -2, -1.2, 2
COc1ccc(-c2nc(CS(=O)CC(=O)NC3CCCCC3)c(C)o2)cc1 (configuration not stated)
    13, -3, 109, -6, -2, -4, 0, -4, -2.6, 2
Cc1ccc(OCc2ccc(C(=O)N3CCCC3)o2)cc1C
    1, 6, 95, 0, 1, -7, -3, -1, -0.2, 3
Cn1c(C(=O)OC(C(=O)NC2CCCCC2)c2ccncc2)cc2sccc21 (configuration not stated)
    15, -15, 105, -12, 11, 10, 2, -2, -2.7, 0
Cn1c(=O)[nH]c(=O)c2c1nc(N1CCCCCC1)n2CCN1CCCCCC1
    ·, 1, 98, 4, 25, ·, 1, 5, ·, ·
CCc1ccc(CCC(=O)N2CCN(S(=O)(=O)c3ccc(Br)cc3)CC2)cc1
    ·, -1, 108, -3, ·, ·, -11, -2, ·, ·
CC(C)c1ccc(CC(C)C2C3=C(CCCC3=O)OC3=C2C(=O)CCC3)cc1 (configuration not stated)
    -14, -7, 104, -4, -4, 18, -6, 1, 3.2, -1
O=C(N/N=C/c1cccc(OCC(=O)N2CCCC2)c1)C(=O)Nc1ccccc1F
    10, -5, 101, -2, 1, -10, -1, -1, -1.8, 4
Cc1cc(C)c(NC(=O)c2sc3nc4c(cc3c2N)C(=O)CC(C)(C)C4)c(C)c1
    -4, 0, 87, -1, 4, 19, 0, -2, 0.6, -1
Cc1ccc(NC(=O)Nc2ccc3c(c2)CCC3)cc1C
    12, -8, 104, -4, -1, 12, -2, 10, -2.2, 3
CCOC(=O)C1CCN(C(=O)c2cccc(S(=O)(=O)Nc3ccc(C)cc3C)c2)CC1
    -3, 0, 104, 6, 5, 7, 1, 4, 0.6, -2
COc1ccc(C)cc1NC(=O)C1CCN(S(C)(=O)=O)CC1
    3, 2, 98, 0, 24, 23, 0, -3, -0.6, -6
CCOC(=O)c1c[nH]n(-c2ccc(C)cc2)c1=O
    10, -3, 101, -4, 46, -5, -1, -2, -1.9, 2
CCN(C(=O)COC(=O)CNC(=O)c1ccc2ccccc2c1)c1c(N)n(Cc2ccccc2)c(=O)[nH]c1=O
    24, -9, ·, -2, 5, 11, -3, 2, -6.3, 2
COCC(COS(N)(=O)=O)Cc1ccccc1 (configuration not stated)
    12, -11, 103, 5, -7, -5, 2, 3, -2.6, 2
COc1ccc(C(=O)C2CCCN(Cc3c(O)cccc3OC)C2)cc1OC (configuration not stated)
    8, 3, 89, 4, 9, -9, -3, -1, -1.7, 2
CCCc1ccc(OCc2ccc(C(=O)N3CCCC3)o2)cc1
    -3, -7, ·, 12, 3, -20, -4, 3, 0.5, 7
O=C(NCCO)c1nc(C(=O)c2ccc(Cl)cc2)c2ccccc2n1
    1, -1, 101, -6, 0, -26, -2, 7, -0.2, 9
COc1cccc(NC(=O)CSc2nccn(-c3ccc4c(c3)OCCO4)c2=O)c1
    13, -6, 101, 2, 40, 3, -3, 6, -2.4, -1
O=C(Nc1ccon1)c1csc2c1CCCC2
    -3, 0, 95, -1, 3, -7, -3, -5, 0.6, 0
Cc1ccc2cc(CN(Cc3ccc(F)cc3)Cc3nnnn3C3CCCC3)c(=O)[nH]c2c1
    -32, -1, 80, -8, 4, 7, 2, -4, 5.0, -3
O=C(COC(=O)c1cc2ccccc2oc1=O)Nc1ccc(F)cc1F
    7, 8, 98, 0, 31, 8, 1, 1, -1.2, -3
O=C(O)CCCc1c(-[n+]2ccccc2)[nH]c2ccccc12
    5, 1, 98, -8, 4, -7, 3, -3, -1.0, -2
O=C(C1=C(O)C(=O)N(Cc2ccccc2)C1c1ccco1)c1ccco1 (configuration not stated)
    11, -8, 108, -4, 7, -27, 1, 3, -1.8, -2
CCOC(=O)C1=C(C)N(CCCC(=O)O)C(=O)NC1c1ccc(Cl)cc1 (configuration not stated)
    17, 0, 102, -13, 0, -28, 0, -5, -3.0, 9
Cc1cccc(-c2c3c(=O)n(C)c(=O)n(C)c3cn2-c2ccc(O)cc2)c1
    -14, -5, 99, -12, 13, 2, 1, 3, 2.4, -4
CCC1(c2ccccc2)NC(=O)N(CC(=O)NCc2ccc(OC)cc2)C1=O (configuration not stated)
    14, 7, ·, -7, -2, 0, -2, -1, -2.3, -3
CCOC(=O)C1CCN(c2c(NCCN3CCN(c4ccccc4)CC3)c(=O)c2=O)CC1
    10, 3, 103, 14, -7, 2, -3, 0, -1.6, -1
NC(=O)COC(=O)CC(c1ccccc1)c1ccccc1
    2, 2, 101, 4, -16, 6, 0, 0, -0.4, -2

The list goes on:
Second line of a record: MOR-DOR inv ag, PKA-R1A activ, DSG3 Ab inh, PKA-R2B activ, Arr AP2 block, HTR5A inv ag, DAGLB inhibitor, V-ATPase pH, OPRM1-OPRD1 ag, HTR5A ag ctr
CCc1ccc(CNCCNC(=O)c2ccco2)cc1
    13, -15, 103, -2, 13, 11, 10, 2, -2.5, -3
COc1ccc(CC(=O)NC(=S)Nc2cccc(C)c2)cc1
    -30, -2, ·, -2, -6, 9, -6, 1, 6.2, -3
O=C(Cc1ccccc1)Nc1ccc(NC(=O)C2CC2)nc1
    6, -7, 109, -6, 2, 9, 1, 4, -1.1, -2
Cc1ccc2c(c1)C1CN(C)CCC1N2C(=O)c1ccccc1NS(=O)(=O)c1ccc(F)cc1 (configuration not stated)
    ·, -11, 101, 3, -1, ·, 2, 1, ·, ·
Cc1ccc(C)c(NC(=S)N/N=C2\CCc3ccccc32)c1
    8, -10, 90, -10, -4, 5, -3, -2, -1.7, -5
COc1cccc(C(=O)Nc2ccc3ccccc3c2)c1
    5, 3, 105, -10, 36, -24, -5, 1, -0.9, -2
Nc1no[n+]([O-])c1-c1ccccc1
    10, 2, 107, 5, 10, -10, -1, -2, -1.9, 2
Nc1cc(Cl)ccc1Oc1ccccc1
    -36, -8, 94, -2, 25, 12, -8, 6, 7.0, 5
COc1ccc(C2C(C#N)=C3NC(=O)c4c(sc5c4CCCCC5)N3C3=C2C(=O)CC(C)(C)C3)cc1 (configuration not stated)
    -12, -2, ·, -6, 20, -6, 20, -2, 2.0, 2

Assay outcomes as filed in PubChem BioAssay.
